EPAC2 antagonist: qHTS for Antagonist of cAMP-regulated guanine nucleotide exchange factor 2 (EPAC2): primary screen; Rap guanine nucleotide exchange factor 4 (Homo sapiens), Q8WZA2; EPAC2 GEF exchange of Rap1B-BODIPY-GDP, fluorescence; Potency, µM (top dose mostly 114 µM), without a hit: at the highest dose activity, negative = inhibition, actives largely listed as inhibitors; actives 0.18% (n = 360,000); note: potency is the fitted concentration of half-maximal effect; % is set by controls: 0 for no effect and ±100 for the full control effect; nearly all actives have a fitted effect of over 45% in size; many of its hits are not listed in these tables
Target sequence (Q8WZA2 whole entry, looked up): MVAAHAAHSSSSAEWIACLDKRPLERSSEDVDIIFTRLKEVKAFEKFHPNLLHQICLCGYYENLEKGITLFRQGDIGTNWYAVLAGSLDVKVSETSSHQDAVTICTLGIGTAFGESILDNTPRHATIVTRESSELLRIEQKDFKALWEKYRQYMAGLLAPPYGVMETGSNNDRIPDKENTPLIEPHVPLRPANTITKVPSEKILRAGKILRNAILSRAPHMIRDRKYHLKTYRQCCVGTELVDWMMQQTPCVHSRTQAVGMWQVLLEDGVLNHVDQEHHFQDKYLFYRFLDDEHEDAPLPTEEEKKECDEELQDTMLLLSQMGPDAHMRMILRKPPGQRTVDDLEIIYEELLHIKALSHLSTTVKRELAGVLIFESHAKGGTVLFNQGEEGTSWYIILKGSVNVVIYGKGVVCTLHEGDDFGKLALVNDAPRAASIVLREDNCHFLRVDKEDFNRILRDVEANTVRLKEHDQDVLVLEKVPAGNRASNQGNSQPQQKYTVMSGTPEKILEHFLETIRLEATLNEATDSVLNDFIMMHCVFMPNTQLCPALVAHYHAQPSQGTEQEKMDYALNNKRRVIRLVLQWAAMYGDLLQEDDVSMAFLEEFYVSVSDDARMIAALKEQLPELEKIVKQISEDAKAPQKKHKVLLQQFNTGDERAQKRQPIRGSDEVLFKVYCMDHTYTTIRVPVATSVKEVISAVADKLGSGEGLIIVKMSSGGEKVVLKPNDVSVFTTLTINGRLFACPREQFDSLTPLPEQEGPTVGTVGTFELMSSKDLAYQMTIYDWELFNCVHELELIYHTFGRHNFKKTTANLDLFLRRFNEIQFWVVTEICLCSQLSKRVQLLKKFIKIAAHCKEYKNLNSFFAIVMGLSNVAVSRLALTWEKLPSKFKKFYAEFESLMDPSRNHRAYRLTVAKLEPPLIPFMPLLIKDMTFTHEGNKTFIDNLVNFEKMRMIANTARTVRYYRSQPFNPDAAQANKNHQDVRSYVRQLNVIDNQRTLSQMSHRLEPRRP
TGFb SMAD3 inh: qHTS for Inhibitors of TGF-b. HepG2 CAGA-GFP TGF-b/SMAD3 reporter, GFP fluorescence, 18 h; TGF-beta stimulated, 500 pg/mL final. actives 1.2% (n = 410,000). Potency, µM (doses to about 46.1 µM), for inactives: at the top dose activity, negative = inhibition, most hits filed as inhibitors; note: potency is the fitted concentration of half-maximal effect; % is set by controls: 0 for no effect and ±100 for the full control effect; nearly all actives have a fitted effect of over 65% in size
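Inhibition was scored as loss of TGF-beta-induced (500 pg/mL final, 18 hours, 37 degrees C) GFP in HEPG2 cells carrying a CAGA-GFP reporter, in DMEM with 1% FBS. Well GFP was summed per cell; Activity was normalised to unstimulated and stimulated DMSO wells, then concentration-response fitting.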
Akt phos inh: HTS Assay for Inhibitors of Akt Phophorylation: Primary Screen; actives 0.32% (n = 360,000); Neuro2A IGF-stimulated pAkt S473 HTRF, 20 min; active compounds read low; activity change, % for hits at 50 µM; AID 651550, 2012; in the data active = activity change below about -80%; inconclusive = mostly about -51% to -80%; note: % is set by controls: 0 for no effect and ±100 for the full control effect
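Single-point screen (50 µM final compound) in Neuro2A cells stimulated 20 min with 6 nM IGF at 37 deg C. After lysis, Ser473-phosphorylated Akt read by HTRF (ex 330 nm, em 615/665 nm) as the 665/615 ratio.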
MmCpn inh: Inhibitors of TCP-1 ring complex (TRiC) of Methanococcus maripaludis (MmCpn): qHTS | Chaperonin Mm-Cpn (Methanococcus maripaludis) | purified Mm-Cpn ATPase, ADP Transcreener TR-FRET | Potency, µM (titrated, usually from 76.9 µM), without a hit: top-dose activity, negative = inhibition, usual class: inhibitors | actives 0.031% (n = 330,000); note: potency is the fitted concentration of half-maximal effect; % is set by controls: 0 for no effect and ±100 for the full control effect; nearly all actives have a fitted effect of over 80% in size
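Reaction buffer contained 30 mM Tris pH 7.4, 100 mM KCl, 5 mM MgCl2 and 1 mM DTT. Mm-CPN (25 nM final) hydrolysed 10 uM ATP over 30 min at 37°C; ADP was read by HTRF.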
Nrf2 ARE act: qHTS of Nrf2 Activators; actives 0.31% (n = 410,000); AREc32 ARE-luciferase reporter (MCF7-derived line), luminescence, 24 h; Potency, µM (titrated, usually from 46.1 µM), inactives show at the highest dose activation, hits mostly activators; note: potency is the fitted concentration of half-maximal effect; % of control where 0% means no effect; nearly all actives have a fitted effect of over 65% in size
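Steps: seed AREc32_Fluc cells (1000/well, 5% FBS OPTI-MEM); incubate overnight at 37 deg C; add 23 nL compound; incubate 24 hr; add Steady-Glo; hold 30 min RT; read luminescence.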
Nrf2 block: Nrf2 qHTS screen for inhibitors; A549 ARE-Fluc reporter, luciferase luminescence, 18-24 h; Potency, µM (series often up to 46 µM), inactives show at the top dose activity change, negative = inhibition, usual class: inhibitors; actives 2.1% (n = 360,000); note: potency is the fitted concentration of half-maximal effect; % is set by controls: 0 for no effect and ±100 for the full control effect; nearly all actives have a fitted effect of over 60% in size
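Two sequential reads on A549 ARE_Fluc cells exposed to compound for 18-24 h: a CellTiter-Fluor fluorescence read for viability, then a luciferase luminescence read for Nrf2/ARE activity.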
A549 tox: Nrf2 qHTS screen for inhibitors: counterscreen for cytotoxicity; A549 ARE-Fluc cells, CellTiter-Fluor viability, 18-24 h; Potency, µM (titrated, usually from 46 µM), without a hit: top-dose activity change, negative = cytotoxicity, actives largely listed as inhibitors; actives 0.16% (n = 390,000); AID 504648, 2011; note: potency is the fitted concentration of half-maximal effect; % is set by controls: 0 for no effect and ±100 for the full control effect
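Cytotoxicity counterscreen: CellTiter-Fluor fluorescence was measured in A549 ARE_Fluc cells after 18-24 h of compound exposure in a concentration series. The subsequent BugLite luminescent read reports ARE-luciferase activity.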
EPAC2 ag: qHTS for Agonist of cAMP-regulated guanine nucleotide exchange factor 4 (EPAC2): primary screen; AID 720711, 2013; Potency, µM (doses to about 154 µM), without a hit: top-dose activation, usual class: activators; Rap guanine nucleotide exchange factor 4 (Homo sapiens), Q8WZA2; EPAC2 activation, biochemical qHTS; response scale: 100% = 6.5 mM cAMP response; actives 0.079% (n = 360,000); note: potency is the fitted concentration of half-maximal effect; nearly all actives have a fitted effect of over 50% in size
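EPAC2 (100 nM) mixed with Rap1B loaded with BODIPY-GDP (250 nM) plus 50 uM unlabeled GDP; compounds pinned in, 5 min RT, then read every 5 min for 30 min (ex 480, em 540 nm). Normalized to cAMP control.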
CCT modulator: High-Throughput Screening for Modulators of Cytosolic Chaperonin Activity; purified chaperonin ATPase assay, HTRF ADP detection, 30 min; activity change, % (concentration not given with the values), hits read low; actives 0.3% (n = 360,000); in the data active = activity change below about -30%; note: % is set by controls: 0 for no effect and ±100 for the full control effect
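Nucleotide hydrolysis assay: TRiC at 20–40 nM final (set by batch activity) with 10 uM ATP, 30 min at 37 °C, in presence of 76 uM compound. Detection by competitive ADP HTRF, 30 min ambient.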
Numbers without * were called inactive; i = inactive; ? = inconclusive; . = not tested or not shown; [ ] = another dose, or the depositor's remark. Unless noted, calls come from the whole dose curve; as a rule, active = well fitted curve in the direction sought with a large enough effect; inconclusive = small, poorly fitted or top-dose-only effect, or another doubt; inactive = no such curve, though single readings can be large; an effect the other way counts as inactive or inconclusive. These rows are one share of the data. The share of hits here may be higher or lower than overall.

| structure | EPAC2 antagonist | TGFb SMAD3 inh | Akt phos inh | MmCpn inh | Nrf2 ARE act | Nrf2 block | A549 tox | EPAC2 ag | CCT modulator |
| --- | --- | --- | --- | --- | --- | --- | --- | --- | --- |
| O=C(NCc1ccco1)c1cc2cc(Br)ccc2o1 | -22% | -22% | i | 2% | 12% | 3% | 5% | 3% | -0.7 |
| CCCc1ccc2oc(C(=O)N3CCC(C(N)=O)(N4CCCCC4)CC3)c(C)c2c1 | -26% | 15% | i | 0% | 0.2% | 2% | -3% | -9% | 0.7 |
| O=C(NC1CC1)c1ccc(Cn2c(SCc3ccccc3F)nc3cccnc32)cc1 | . | ? | . | . | 3.4% | ? | 0% | . | . |
| CC(C)CN(C(=O)COC(=O)c1ccccn1)c1c(N)n(Cc2ccccc2)c(=O)[nH]c1=O | 10% | -3% | i | 1% | -0.2% | 2% | 1% | 9% | 1.3 |
| CC(C(=O)N1CCOCC1)(c1ccccc1)c1ccccc1 | 1% | ? | i | 1% | -0.4% | -24% | -4% | -1% | -0.8 |
| CC12CCC(=O)N1C(C(=O)NCCc1ccccc1)CS2 (stereo not drawn) | 9% | 0% | i | 1% | 0.2% | ? | 1% | 0% | 0.3 |
| O=C(NC1CCc2ccccc21)c1cc(COc2c(F)cccc2F)on1 (stereo not drawn) | -15% | 5% | i | -2% | 3.6% | ? | 8% | 3% | 0.5 |
| COc1ccc2oc(C(=O)OCC(=O)NC(=O)c3ccccc3)c(C)c2c1 | 0% | 2% | i | -2% | -0.2% | 6% | -2% | 2% | -1.1 |
| CCOC(=O)N1CCN(c2ncc3c(n2)CC(c2ccc(Cl)cc2)CC3=O)CC1 (stereo not drawn) | . | -6% | . | . | -2.0% | ? | -7% | . | . |
| Cc1ccc2c(NC(=O)c3ccc(Br)o3)cccc2n1 | -4% | 18% | i | 1% | 8.5% | -8% | -1% | 7% | -1.5 |
| COc1cccc2c1CCC1=CC(=O)CCC12C (stereo not drawn) | -9% | 23% | i | . | 2.5% | -18% | -1% | -1% | 1.4 |
| CC(=O)Nc1ccc(S(=O)(=O)NCCC(=O)OCC(=O)NNC(=O)c2ccccc2)cc1 | -5% | -12% | i | 0% | -0.3% | 11% | 2% | 8% | 0.3 |
| COc1ccc(C2CC(c3ccc(Br)cc3)=NN2C(=O)CN2CCCC2)cc1 (stereo not drawn) | -2% | ? | i | -12% | 2.7% | 1% | -8% | 9% | -1.6 |
| CCCS(=O)(=O)NC(=O)C1(C)CCN(C(=O)c2ccccc2C(F)(F)F)C1 (stereo not drawn) | -2% | 3% | i | . | -0.2% | . | . | 0% | 1.0 |
| c1ccc(Cc2nnc3sc(-c4ccco4)nn23)cc1 | 19% | 10% | i | 0% | 13% | -5% | 0% | 7% | 0.6 |
| O=C(CN1C(=O)COc2ccccc21)NCCN1CCCC1 | 1% | -3% | i | 2% | -0.9% | -9% | 2% | 8% | 1.8 |
| O=C(N/N=C/c1ccc(OC(=O)c2ccccc2)cc1)c1ccc(CN2CCOCC2)cc1 | 1% | -22% | i | 0% | 0.0% | 4% | 0% | -6% | 0.6 |
| Cc1cccc(C)c1-n1c(C)nn(CCOc2ccccc2)c1=O | 12% | 0% | i | 0% | 0.3% | 16% | 1% | -2% | -0.8 |
| O=C(CN1CCC(C(O)(c2ccccc2)c2ccccc2)CC1)Nc1ccccc1 | -7% | -3% | i | 0% | 0.8% | ? | -21% | 16% | 0.7 |
| CC1(C(=O)NS(=O)(=O)c2cccc(F)c2)CCN1C(=O)c1ccccc1 (stereo not drawn) | -9% | -3% | i | . | -0.3%[9.22 µM] | . | . | 6% | -2.4 |
| CCC(CC)c1nc(C#N)c(NC(C)c2ccccc2)o1 (stereo not drawn) | 13% | -1% | i | 0% | -0.1%[9.22 µM] | 0% | 12% | 9% | 1.3 |
| Cc1ccc(Cl)cc1NC(=O)CCC(=O)O | 14% | -15% | i | 0% | 0.4% | -7% | -1% | 5% | 0.9 |
| CCCCOC(=O)Nc1nnc(-c2ccccc2OC)s1 | 10% | 2% | i | 1% | 3.9% | 1% | -9% | 4% | -6.6 |
| COc1ccc2nc(NC(=O)C3CCCO3)sc2c1 (stereo not drawn) | -4% | 1% | i | -1% | 0.1% | ? | 0% | -1% | -1.9 |
| Cc1cccc(-n2ncc3c2CCCC3NC(=O)c2ccc[n+]([O-])c2)c1C (stereo not drawn) | 2% | -17% | i | 0% | -0.7% | ? | -2% | -1% | -5.0 |
| Cc1cc(NC(=O)c2ccc3c(c2)C(=O)N(C)C3=O)no1 | 8% | -21% | i | 0% | -0.9% | 3% | 3% | -12% | -0.8 |
| O=C1CN(C(=O)Cn2ncc(Cl)c(Cl)c2=O)c2ccccc2N1 | 5% | -18% | i | -2% | ? | -6% | 0% | -5% | 1.7 |
| ON=C1c2ccccc2-c2ccc(Br)cc21 | -4% | -20% | i | . | 3.1% | 10% | 10% | 6% | 0.2 |
| CN1CCc2c(n(CC(O)CNCc3ccccc3)c3ccccc23)C1=O (stereo not drawn) | 4% | ? | i | -5% | -0.2% | -19% | -24% | 1% | -1.5 |
| CC(C)CNc1nc(N)c([N+](=O)[O-])c(NCc2ccccc2)n1 | 1% | 3% | i | 5% | -1.8% | -2% | 3% | 2% | -2.7 |

Reprinted at random: 6 compounds from above, in no set order.
| structure | EPAC2 antagonist | TGFb SMAD3 inh | Akt phos inh | MmCpn inh | Nrf2 ARE act | Nrf2 block | A549 tox | EPAC2 ag | CCT modulator |
| --- | --- | --- | --- | --- | --- | --- | --- | --- | --- |
| O=C(NC1CC1)c1ccc(Cn2c(SCc3ccccc3F)nc3cccnc32)cc1 | . | ? | . | . | 3.4% | ? | 0% | . | . |
| Cc1cccc(-n2ncc3c2CCCC3NC(=O)c2ccc[n+]([O-])c2)c1C (stereo not drawn) | 2% | -17% | i | 0% | -0.7% | ? | -2% | -1% | -5.0 |
| CC(C(=O)N1CCOCC1)(c1ccccc1)c1ccccc1 | 1% | ? | i | 1% | -0.4% | -24% | -4% | -1% | -0.8 |
| CCCc1ccc2oc(C(=O)N3CCC(C(N)=O)(N4CCCCC4)CC3)c(C)c2c1 | -26% | 15% | i | 0% | 0.2% | 2% | -3% | -9% | 0.7 |
| Cc1ccc(Cl)cc1NC(=O)CCC(=O)O | 14% | -15% | i | 0% | 0.4% | -7% | -1% | 5% | 0.9 |
| CCC(CC)c1nc(C#N)c(NC(C)c2ccccc2)o1 (stereo not drawn) | 13% | -1% | i | 0% | -0.1%[9.22 µM] | 0% | 12% | 9% | 1.3 |

(more compounds)
| structure | EPAC2 antagonist | TGFb SMAD3 inh | Akt phos inh | MmCpn inh | Nrf2 ARE act | Nrf2 block | A549 tox | EPAC2 ag | CCT modulator |
| --- | --- | --- | --- | --- | --- | --- | --- | --- | --- |
| O=C(NCc1ccccc1F)C1CCC(=O)N(Cc2ccc(Cl)cc2)C1 (stereo not drawn) | -4% | -12% | i | -2% | -0.8% | 12% | -2% | 8% | -1.9 |
| Nn1c(SCc2ccc(Br)cc2)nnc1-c1cccnc1 | 14% | -4% | i | 2% | 0.8% | -16% | 10% | 3% | 1.1 |
| CCN(CC)C(=O)C1CCCN(Cc2cccc(Oc3ccccc3)c2)C1 (stereo not drawn) | 7% | -12% | i | -1% | 2.8% | 2% | -6% | 5% | 0.4 |
| COc1ccc2c(c1OC)C(=O)N1C2SC[C@H]1C(=O)NCCC(C)C (stereo partly drawn) | 15% | -2% | i | -2% | 0.4% | -5% | 4% | 8% | -4.5 |
| O=C(NCc1ccco1)C(c1ccccc1)N(C(=O)Cc1cccs1)c1ccccc1F (stereo not drawn) | -7% | 0% | i | 0% | 0.0% | ? | 1% | 6% | -1.0 |
| Cc1[nH]nc(SCC(=O)NCCc2ccccc2)c1[N+](=O)[O-] | 4% | 8% | i | 1% | 0.1% | 0% | 0% | 5% | -0.8 |
| NC(=O)c1ccccc1NC(=O)CSC1=NCCS1 | 0% | 23% | i | -1% | 25% | 19% | -8% | 5% | -2.2 |
| CCCCn1c(N)c(N(CCOC)C(=O)COC(=O)COc2cc(C)c(Cl)cc2C(C)C)c(=O)[nH]c1=O | -20% | ? | i | 1% | 3.4% | -5% | 1% | 0% | 1.1 |
| C/C(=N\Nc1nc2ccccc2s1)c1ccc2c(c1)OCO2 | 4% | ? | i | 0% | 20% | ? | -9% | -2% | -9.3 |
| COc1cccc(OCC(O)CO)c1 (stereo not drawn) | 11% | 27% | i | 2% | -0.9% | 7% | -9% | 2% | -0.1 |
| O=C(Nc1ccccc1C(=O)N1CCCCCC1)c1ccccc1 | 3% | 3% | i | -1% | 0.3% | -12% | 2% | -2% | 2.5 |
| CC(=O)c1ccc(NC(=O)CCc2nnc3ccc(N4CCCC4)nn23)cc1 | -13% | -1% | i | -1% | 3.0% | 0% | -1% | 9% | -2.2 |

An excerpt of these results, with two lines to a compound.
Order of values: EPAC2 antagonist | TGFb SMAD3 inh | Akt phos inh | MmCpn inh | Nrf2 ARE act | Nrf2 block | A549 tox | EPAC2 ag | CCT modulator
- C/C(=N\Nc1nc2ccccc2s1)c1ccc2c(c1)OCO2
→ 4% | ? | i | 0% | 20% | ? | -9% | -2% | -9.3
- COc1ccc2c(c1OC)C(=O)N1C2SC[C@H]1C(=O)NCCC(C)C (stereo partly drawn)
→ 15% | -2% | i | -2% | 0.4% | -5% | 4% | 8% | -4.5

Screens: PubChem BioAssay, National Center for Advancing Translational Sciences (NCATS)
